Screening data from PubChem.
Hsp70 act: Hsp70 transcriptional activation, primary screen; HeLa Hsp70 promoter luciferase reporter, luminescence; scaled: vehicle 0, proteasome-inhibitor control 100%; activation, % at 10 µM; 200,000 compounds, 0.04% hits;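 active means activation above the mean across all tested compounds plus 3 SD, cutoff set per campaign, cut at about 5.5% in these data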;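 further: 100% = MG132 at 30 µM as the positive control and 0% = DMSO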
STAT3 inh: inhibitors of IL-6 induced STAT3 signaling | U3A cells, IL-6 STAT3-luciferase reporter, luminescence; host cell line lacks STAT1 | inhibition, % at 5.5 µM | 190,000 compounds, 0.89% hits;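 active means inhibition above the mean inhibition across all screened compounds plus 3 SD, cut at about 44% in these data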;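 further: 0% = DMSO only wells and 100% = 100 µM nifuroxazide control wells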
Diaph inh CS: diaphorase inhibition or chemical oxidation counter-screen. 190,000 compounds, 0.69% hits. AID 1217. diaphorase resazurin-to-resorufin fluorescence, NADH, 16 min; bacterial (C. kluyveri) enzyme, not human. inhibition, % at 20 µM;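 active means primary screen inhibition at 20 µM above a set limit, cut at about 50% in these data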;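 further: plate controls were DMSO with full reaction for no effect and wells lacking NADH for full effect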
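Assay system: diaphorase enzyme from Clostridium kluyveri; Input: enzyme working solution with 0.14 U/mL diaphorase; Timing: 16 min at room temperature; Technique: resorufin fluorescence, excitation 544 nm, emission 590 nm; Benchmarks: positive control minus NADH, DMSO neutral control.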
G6PDH counter: inhibits Leuconostoc G6PDH, flagging false hits in G6PDH-based assays; Purified L. mesenteroides G6PDH, diaphorase/resazurin coupled fluorescence, 45 min; inhibition, % at 5 µM; 200,000 compounds, 0.12% hits; in the data active means inhibition above about 50%
TLR4-MyD88 BLA: inhibitors of human TLR4-MyD88 binding. O00206+Q99836. HeLa CL3-4 TLR4/MyD88 BLA complementation, FRET ratio. inhibition, % at 8.4 µM. 200,000 compounds, 0.18% hits; in the data active means inhibition above about 25%;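 further: 0% = vehicle and 100% = reference inhibitor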
Target sequence (O00206 whole entry, looked up): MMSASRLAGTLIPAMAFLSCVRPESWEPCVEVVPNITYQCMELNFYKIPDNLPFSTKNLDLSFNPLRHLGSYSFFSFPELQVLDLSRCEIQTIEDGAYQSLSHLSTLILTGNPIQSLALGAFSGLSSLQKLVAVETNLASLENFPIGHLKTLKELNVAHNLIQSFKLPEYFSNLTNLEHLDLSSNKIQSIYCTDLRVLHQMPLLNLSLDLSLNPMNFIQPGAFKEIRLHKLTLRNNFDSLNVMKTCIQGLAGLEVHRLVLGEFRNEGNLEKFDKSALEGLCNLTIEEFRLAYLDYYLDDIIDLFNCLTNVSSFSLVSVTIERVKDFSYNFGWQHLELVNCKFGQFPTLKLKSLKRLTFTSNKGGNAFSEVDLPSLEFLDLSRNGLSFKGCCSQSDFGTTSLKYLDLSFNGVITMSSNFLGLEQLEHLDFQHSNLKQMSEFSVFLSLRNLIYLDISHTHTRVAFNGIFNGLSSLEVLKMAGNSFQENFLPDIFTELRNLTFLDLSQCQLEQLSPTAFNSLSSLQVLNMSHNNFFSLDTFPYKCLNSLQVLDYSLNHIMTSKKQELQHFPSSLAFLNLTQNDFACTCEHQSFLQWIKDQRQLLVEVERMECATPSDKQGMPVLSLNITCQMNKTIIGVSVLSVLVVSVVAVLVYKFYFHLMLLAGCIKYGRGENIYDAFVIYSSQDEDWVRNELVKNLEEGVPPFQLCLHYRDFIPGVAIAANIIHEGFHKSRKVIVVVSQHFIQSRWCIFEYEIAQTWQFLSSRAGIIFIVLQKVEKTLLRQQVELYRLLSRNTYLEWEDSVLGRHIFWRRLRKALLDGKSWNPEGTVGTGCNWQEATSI
Target sequence (Q99836 whole entry, looked up): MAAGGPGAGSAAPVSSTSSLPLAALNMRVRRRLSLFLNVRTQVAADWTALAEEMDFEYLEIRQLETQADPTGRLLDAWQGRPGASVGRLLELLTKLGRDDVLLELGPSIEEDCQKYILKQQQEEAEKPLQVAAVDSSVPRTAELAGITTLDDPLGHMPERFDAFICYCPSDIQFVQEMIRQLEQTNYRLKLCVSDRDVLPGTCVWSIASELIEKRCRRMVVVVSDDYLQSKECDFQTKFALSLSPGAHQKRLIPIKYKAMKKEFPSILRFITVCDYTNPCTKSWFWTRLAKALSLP
Diaph act CS: activates diaphorase or chemically reduces, flagging diaphorase assay artifacts; Diaphorase/resazurin coupled assay, resorufin fluorescence, 16 min; stronger effect = higher value; 1 = vehicle wells, 0 = NADH-free wells; 190,000 compounds, 0.005% hits; activation factor at 20 µM;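 active means diaphorase activity raised at least twofold by the compound at 20 µM; inactive means activation factor below 2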
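Assay system: bacterial diaphorase enzyme (C. kluyveri) / Input: enzyme 0.07 U/mL final / Medium: 50 mM HEPES pH 7.4 with 4.542 mM MgCl2, 0.005% Tween 20 / Doses: single compound dose of 20 µM, 1% DMSO final / Incubation: 16 min enzyme reaction, ambient temperature / Signal: fluorescence, excitation 544 nm and emission 590 nm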
STAT3 act: activators of IL-6 induced STAT3 signaling; U3A cells, IL-6 STAT3-luciferase reporter, luminescence; 100% = signal with IL-6 EC80 alone; 190,000 compounds, 0.91% hits; activation (% of control), % at 5.6 µM;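 active means activation above the screen-wide mean of compound activation plus 3 SD, cut at about 130% in these data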;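 further: 0% = background luminescence of wells with medium and substrate only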
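Material: human U3A cells carrying STAT3-luciferase construct. Measured by: reporter luminescence signal. Timing: compound 1 h, then IL-6 6 h at 37 °C.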
STAT1 blocker: inhibitors of IFN-gamma induced STAT1 signaling | NIH 3T3 STAT1-luciferase reporter, luminescence | inhibition, % at 5.5 µM | 200,000 compounds, 0.35% hits | AID 920;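 active means inhibition above a set limit, the mean inhibition across all tested compounds plus 3 SD, cut at about 34% in these data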;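 further: 0% = IFN-gamma with DMSO and 100% = IFN-gamma with 300 µM nifuroxazide; values of inactives mirror those of a sister screen read the other way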
APP 5UTR inh: APP translation inhibition; 190,000 compounds, 0.82% hits; SH-SY5Y APP 5'UTR-luciferase reporter, luminescence; inhibition, % at 2 µM; AID 1285;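 active means inhibition above a set limit, derived from the sample mean plus 3 SD, cut at about 45% in these data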; further: values of inactives mirror those of a sister screen read the other way
STAT1 activator: activators of IFN-gamma induced STAT1 signaling; NIH 3T3 STAT1-luciferase reporter, luminescence; 100% = IFN-gamma alone, no compound; activation (% of control), % at 5.5 µM; 200,000 compounds, 2.6% hits; AID 932;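 active means activation above the screen-wide mean activation plus 3 SD, cut at about 130% in these data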;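 further: raw ratio to IFN-gamma control signal so 100% means no change and 0% no light; values of inactives mirror those of a sister screen read the other way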
Starred values were filed as active, the others as inactive; . = not tested or not shown. Rows are unselected (roughly 6.1% active in at least one column).

Sample of the layout:
SMILES	Hsp70 act	STAT3 inh	Diaph inh CS	G6PDH counter	TLR4-MyD88 BLA	Diaph act CS	STAT3 act	STAT1 blocker	APP 5UTR inh	STAT1 activator
O=C(c1ccc2c3c(cccc13)CC2)C1CCCN(C(=O)c2cccnc2)C1 (configuration not stated)	-0.2	8	34	12	3	0.7	98	2	-1	98
Cc1cc(OCc2nnc(SCC(=O)OC3CCCCC3)o2)ccc1Cl	0.0	7	24	3	-9	0.8	97	3	6	97
O=C(CN1C(=O)NC2(CCCCCCC2)C1=O)NC1CCCc2ccccc21 (configuration not stated)	-0.3	6	11	-11	-12	0.9	93	6	6	94
Cc1cc(/C([O-])=C(/C(=S)Nc2ccc(F)cc2)[n+]2ccccc2)c(C)n1Cc1ccccc1Cl	0.0	-4	35	1	-3	0.7	107	-7	8	103
O=C(CNC(=O)c1ccccc1)OCC(=O)N1c2ccccc2Sc2ccccc21	0.0	2	14	-2	-16	0.9	101	-4	16	103
COc1ccc(Nc2ccccc2C(=O)O)cc1	-0.2	16	11	-1	-1	0.9	94	0	-4	98
Cc1cc(=O)oc2c(C)c(OCC(=O)N(C)C)ccc12	-0.3	10	-4	0	-9	1	93	1	-14	99
O=C(Nc1cnn(Cc2ccc(F)cc2)c1)c1cc(-c2cccs2)on1	0.0	19	-10	0	6	1.1	87	5	-2	96
Cc1ccsc1C(=O)OCC(=O)NC1CCS(=O)(=O)C1 (configuration not stated)	-0.1	3	8	-7	9	0.9	107	2	4	97
CCc1nnc(NC(=O)CCC(=O)NCCc2ccc(OC)c(OC)c2)s1	-0.5	9	7	10	1	0.9	91	6	-1	95
O=C1c2ccccc2C(=Nc2ccccc2)C1c1cccc(Br)c1 (configuration not stated)	0.7	28	13	5	-14	0.9	85	3	2	98
Cc1oc(-c2cccc(Cl)c2)nc1CN1CCC(C(=O)NCC2CCCO2)CC1 (configuration not stated)	-0.6	15	11	0	-15	0.9	93	5	10	96
Cc1ccc(NC2=C(Cl)C(=O)OC2OC(=O)c2ccc(C)cc2)cc1 (configuration not stated)	0.2	9	17	2	4	0.8	99	-5	-32	102
CCOn1c(=O)c(-c2cccc([N+](=O)[O-])c2)[n+]([O-])c2ccccc21	-0.2	-3	13	-7	-16	0.9	101	-3	-22	103
CC(C)(C)c1ccc(OCC(=O)NN2Cc3ccccc3C2=N)cc1	-0.3	1	4	-5	-7	1	101	-8	-9	106

This part in full, previewed entries included:
SMILES	Hsp70 act	STAT3 inh	Diaph inh CS	G6PDH counter	TLR4-MyD88 BLA	Diaph act CS	STAT3 act	STAT1 blocker	APP 5UTR inh	STAT1 activator
O=C(c1ccc2c3c(cccc13)CC2)C1CCCN(C(=O)c2cccnc2)C1 (configuration not stated)	-0.2	8	34	12	3	0.7	98	2	-1	98
Cc1cc(OCc2nnc(SCC(=O)OC3CCCCC3)o2)ccc1Cl	0.0	7	24	3	-9	0.8	97	3	6	97
O=C(CN1C(=O)NC2(CCCCCCC2)C1=O)NC1CCCc2ccccc21 (configuration not stated)	-0.3	6	11	-11	-12	0.9	93	6	6	94
Cc1cc(/C([O-])=C(/C(=S)Nc2ccc(F)cc2)[n+]2ccccc2)c(C)n1Cc1ccccc1Cl	0.0	-4	35	1	-3	0.7	107	-7	8	103
O=C(CNC(=O)c1ccccc1)OCC(=O)N1c2ccccc2Sc2ccccc21	0.0	2	14	-2	-16	0.9	101	-4	16	103
COc1ccc(Nc2ccccc2C(=O)O)cc1	-0.2	16	11	-1	-1	0.9	94	0	-4	98
Cc1cc(=O)oc2c(C)c(OCC(=O)N(C)C)ccc12	-0.3	10	-4	0	-9	1	93	1	-14	99
O=C(Nc1cnn(Cc2ccc(F)cc2)c1)c1cc(-c2cccs2)on1	0.0	19	-10	0	6	1.1	87	5	-2	96
Cc1ccsc1C(=O)OCC(=O)NC1CCS(=O)(=O)C1 (configuration not stated)	-0.1	3	8	-7	9	0.9	107	2	4	97
CCc1nnc(NC(=O)CCC(=O)NCCc2ccc(OC)c(OC)c2)s1	-0.5	9	7	10	1	0.9	91	6	-1	95
O=C1c2ccccc2C(=Nc2ccccc2)C1c1cccc(Br)c1 (configuration not stated)	0.7	28	13	5	-14	0.9	85	3	2	98
Cc1oc(-c2cccc(Cl)c2)nc1CN1CCC(C(=O)NCC2CCCO2)CC1 (configuration not stated)	-0.6	15	11	0	-15	0.9	93	5	10	96
Cc1ccc(NC2=C(Cl)C(=O)OC2OC(=O)c2ccc(C)cc2)cc1 (configuration not stated)	0.2	9	17	2	4	0.8	99	-5	-32	102
CCOn1c(=O)c(-c2cccc([N+](=O)[O-])c2)[n+]([O-])c2ccccc21	-0.2	-3	13	-7	-16	0.9	101	-3	-22	103
CC(C)(C)c1ccc(OCC(=O)NN2Cc3ccccc3C2=N)cc1	-0.3	1	4	-5	-7	1	101	-8	-9	106
O=c1[nH]c(S)nc2sc3c(c12)CCCC3	0.2	10	39	-5	-3	0.6	99	-7	6	106
COc1cccc(-c2nnc(SCC(=O)N3CC(C)CC(C)C3)o2)c1 (configuration not stated)	-0.3	8	23	-5	-9	0.8	97	4	17	97
Cc1ccc(NC(=O)CCCC(=O)O)c(Br)c1	-0.2	12	16	1	15	0.8	95	0	-18	101
CCCCCC(=O)Nc1ccc(Cl)cn1	0.0	0	-9	1	11	1.1	102	-23	-9	122
COCCSc1nnc(-c2cccc(C#N)c2)n1C	-0.3	8	7	-5	4	0.9	97	3	8	97
CCn1ncc(/C=N/NS(=O)(=O)c2ccc(Cl)cc2)c1C	-0.2	6	8	-2	2	0.9	95	0	12	100
O=C(COc1ncnc2scc(-c3ccc(Cl)cc3)c12)NCc1ccco1	-0.3	4	14	5	9	0.9	100	7	3	94
CC1(C)CC(=O)C2=C(C1)c1c(ccc3ccccc13)NC2c1ccco1 (configuration not stated)	0.2	4	22	6	-1	0.8	98	3	-7	97
CC(SC1CCCC1)C(=O)Nc1ccnn1C(C)C (configuration not stated)	-0.3	12	2	13	-9	1	94	-5	17	104
CCCCCOc1ccc(NC(=O)CSc2cccc3cccnc23)cc1	-0.3	4	21	-1	-18	0.8	99	-3	2	103

Further compounds:
SMILES	Hsp70 act	STAT3 inh	Diaph inh CS	G6PDH counter	TLR4-MyD88 BLA	Diaph act CS	STAT3 act	STAT1 blocker	APP 5UTR inh	STAT1 activator
COc1ccc(/C=C(\NC(=O)c2ccc([N+](=O)[O-])cc2)C(=O)N2CCOCC2)cc1	0.8	7	-8	10	-3	1.1	99	-9	-3	108
CCCCc1nc2sc3c(=O)n(N)cnc3c2c2c1CCCC2	-0.2	-4	4	-14	1	1	102	-8	3	108
O=C(COc1ccc2ccc(=O)oc2c1)OCc1ccccc1	-0.1	11	13	7	6	0.9	96	18	2	82
O=C(Cn1c2[n+](c3ccc(C(F)(F)F)cc31)CCCCC2)c1ccc2c(c1)OCCO2	-0.1	3	5	5	17	1	105	-2	17	101
Cc1ccc2c(c1)c1c3n2CCN=C3CCC1	-0.1	8	14	8	-4	0.9	97	-9	-22	106
Cc1ccc(S(=O)(=O)N(C)C(=O)NC(=O)NS(=O)(=O)c2ccccc2)cc1	-0.4	11	-10	2	0	1.1	99	-10	-5	108
Cc1cc(C)c(NC(=S)N(CCN(C)C)C(C)c2cccnc2)c(C)c1 (configuration not stated)	-0.1	0	-2	8	-3	1	105	0	3	98
COc1cccc(-c2ccc(SCC(=O)NCCc3ccccc3)nn2)c1	-0.1	-20	12	0	2	0.9	130	-1	3	99
COc1ccc(C(=O)N/N=C2\CCc3ccccc32)cc1OC	0.0	3	6	6	15	0.9	104	-14	4	112
O=Cc1ccccc1OCCOc1ccc([N+](=O)[O-])cc1	0.2	10	30	14	-10	0.7	94	-9	-6	107
Cc1cc(NC(=O)COC(=O)C2=COCCO2)c([N+](=O)[O-])cc1C	-0.2	12	7	8	0	0.9	92	9	-22	91
O=C(c1ccc(S(=O)(=O)N2CCOCC2)cc1)N(c1ccccc1)C1C=CS(=O)(=O)C1 (configuration not stated)	-0.3	-3	15	-12	1	0.8	106	-4	0	103
O=C(c1cccs1)N(c1cccc(Cl)c1)C1C=CS(=O)(=O)C1 (configuration not stated)	-0.4	4	13	14	0	0.9	98	2	17	97
OCCNc1nc2ccccc2n1-c1ccccc1	0.1	-2	9	-7	-5	0.9	104	1	6	99
Cc1c(C(=O)N2CCN(c3ccccn3)CC2)sc2ncnc(N3CCOCC3)c12	-0.2	-2	19	-1	5	0.8	103	-3	14	100
O=C(CSc1nnc2scc(-c3ccccc3)n12)NCC1CCCO1 (configuration not stated)	-0.1	-2	6	0	7	0.9	104	7	-16	101
CCOC(=O)c1sc(=NC(=O)c2ccc(OC(C)C)cc2)n(C)c1C	-0.2	24	7	-8	-4	0.9	83	-2	-18	101
N#C/C(=C1\CCCN1)c1nc(-c2ccccc2)cs1	0.2	9	11	-1	20	0.9	94	-5	-24	105
Cc1cc(C(=O)CSc2n[nH]c(N)n2)c(C)n1C1CC1	-0.2	-2	15	5	7	0.8	105	-5	0	104
O=C1CCc2cc(S(=O)(=O)N3CCN(c4cccc(Cl)c4)CC3)ccc2N1	-0.4	7	9	8	0	0.9	100	7	-8	94
Cc1cc(=O)n2[nH]c(-c3cccnc3)nc2n1	-0.1	-4	6	5	9	0.9	104	-2	.	100
Cc1oc(C)c(C(N)=O)c1C(N)=O	0.1	4	8	11	-15	0.9	98	4	-14	96
CSc1nc(N)nc(SCC(=O)OC(C)C)c1C#N	-0.1	6	12	-1	-10	0.9	97	-1	-40	101
Cc1[nH]c2ccccc2c1C(=O)CN1CCN(C2CCCCC2)CC1	-0.3	12	13	3	0	0.9	94	1	20	99
O=C(NCCNS(=O)(=O)c1ccc(Cl)cc1)c1cc(OCC(F)(F)F)ccc1OCC(F)(F)F	-0.3	-3	4	9	22	1	113	7	-15	94
CC1CCN(C(=O)CSc2nc(N)cc(N)n2)CC1	0.6	12	20	6	-6	0.8	94	-1	-1	101
CCCOc1ccc2ccccc2c1/C=N/n1c(C)nnc1-n1nc(C)cc1C	0.1	14	3	5	7	1	93	-7	9	106
Cc1ccc(C(=O)COC(=O)c2ccc(-c3cnc4ccccc4n3)cc2)cc1C	-0.4	-11	22	-20	-11	0.8	105	-25	-18	123
CN1/C(=C\C(=O)CN2C(=O)NC3(CCCCCC3)C2=O)C(C)(C)c2ccccc21	-0.2	6	11	1	5	0.9	95	20	16	81
O=C(CSc1nc(NS(=O)(=O)c2ccccc2)cc(=O)[nH]1)Nc1ccc(Cl)cc1	-0.4	-3	-5	4	4	1.1	106	-8	6	105
